GC-A act: GC-A (human) enzyme activation. P16066. HEK293 GC-A cells, cGMP TR-FRET, EC30 ANP; 0% at EC30 ANP, 100% saturating ANP. activation, % at 10 µM. actives 0.14% (n = 370,000). AID 1671463; in the data active means activation above about 40%
GC-B act: GC-B (human) receptor activation; P20594; HEK293-GC-B cells, CNP EC30, cGMP TR-FRET; 0% at EC30 CNP, 100% saturating CNP; activation, % at 10 µM; actives 0.11% (n = 370,000); AID 1920062;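 active means activation at 10 µM reaching about 35% in either raw or pattern-adjusted values, limit read from the data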
HGIII-sPLA2 inh: Inhibits HGIII-sPLA2 liposome hydrolysis, primary screen. Q9NZ20. QFRET BODIPY PC-A2 liposome hydrolysis, fluorescence. inhibition, % at 12.2 µM. actives 0.56% (n = 370,000). AID 743126;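 active means inhibition above mean plus 3 SD of compounds lying within the high and low control bounds, cut at about 19% in these data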;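 further: 0% = median of test compound wells and 100% = no enzyme DMSO wells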
Target sequence (Q9NZ20 whole entry, looked up): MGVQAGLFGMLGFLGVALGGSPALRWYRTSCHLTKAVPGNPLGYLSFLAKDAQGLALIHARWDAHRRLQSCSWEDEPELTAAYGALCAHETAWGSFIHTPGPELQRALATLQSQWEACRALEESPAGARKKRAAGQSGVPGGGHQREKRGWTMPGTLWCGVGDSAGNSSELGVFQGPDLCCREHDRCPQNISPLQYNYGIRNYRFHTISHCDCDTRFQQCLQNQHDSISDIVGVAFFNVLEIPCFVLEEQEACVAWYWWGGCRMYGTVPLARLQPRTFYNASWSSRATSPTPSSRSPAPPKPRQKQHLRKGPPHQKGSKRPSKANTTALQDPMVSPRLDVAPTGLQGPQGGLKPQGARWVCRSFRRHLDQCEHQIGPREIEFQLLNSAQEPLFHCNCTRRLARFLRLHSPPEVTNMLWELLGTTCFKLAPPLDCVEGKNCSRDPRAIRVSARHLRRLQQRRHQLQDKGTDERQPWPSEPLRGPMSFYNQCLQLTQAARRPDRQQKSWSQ
SMARCA2 act: SMARCA2 function activation, primary screen | MG213 cells, MMTV-luciferase reporter, dexamethasone, overnight | activation, % at 9.1 µM | actives 1% (n = 370,000) | AID 652017; in the data active means activation above about 7.8%;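 further: 0% = vehicle wells and 100% = reference activator wells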
ADAM10 inh: inhibitors of human ADAM10; O14672; recombinant ADAM10, EDANS/DABCYL FRET peptide cleavage, 3 h; inhibition, % at 7 µM; actives 0.62% (n = 370,000); AID 720582;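 active means inhibition above a per-campaign cutoff equal to the mean of compounds falling between control-based bounds plus 3 SD, cut at about 20% in these data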;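 further: 0% = DMSO wells while the 100% control is not disclosed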
DAX1 inh-1: blocks DAX1 repression of SF-1 activated StAR promoter. inhibition, % at 6.8 µM. actives 1.1% (n = 370,000). AID 652010. HEK293T StAR-luciferase reporter, SF-1/DAX-1 repression relief;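 active means inhibition above the mean over all tested compounds plus 3 SD, cut at about 3.6% in these data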;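 further: 0% = DAX-1 cells with DMSO and 100% = cells lacking DAX-1 with DMSO; higher inhibition means more luminescence from relief of DAX-1 repression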
GAA850 FXN act: increases GAA850 frataxin promoter reporter activity. HEK293 lucGAA850 FXN promoter luciferase reporter, 24 h; percent of 10 µM SAHA response. activation, % at 6 µM. actives 0.56% (n = 360,000). AID 540364;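 active means activation above the average of all compounds screened plus 3 SD, cutoff fixed separately per campaign, cut at about 7.5% in these data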;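 further: 0% = DMSO wells and 100% = 10 µM SAHA wells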
DAX1 inh-2: NR0B1 (DAX1) inhibition | HEK293 Gal4-DAX1 luciferase reporter, luminescence | inhibition, % at 6.75 µM | AID 504766 | actives 0.99% (n = 340,000);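 active means inhibition above the mean over all tested compounds plus 3 SD, cut at about 4.2% in these data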;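 further: 0% = DAX1-transfected cells with DMSO and 100% = empty-vector control cells with DMSO; inhibition shows as a rise in luminescence from relieved DAX1 repression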
Target sequence (P51843 207-470 limits assumed): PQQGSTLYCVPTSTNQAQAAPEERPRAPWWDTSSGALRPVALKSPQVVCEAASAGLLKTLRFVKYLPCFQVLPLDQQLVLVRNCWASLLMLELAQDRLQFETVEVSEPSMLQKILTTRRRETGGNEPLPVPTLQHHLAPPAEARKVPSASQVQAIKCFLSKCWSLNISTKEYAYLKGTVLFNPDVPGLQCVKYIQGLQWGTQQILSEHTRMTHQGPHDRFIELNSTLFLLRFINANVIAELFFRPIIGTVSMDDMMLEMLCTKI
ssDAF12 agonist: S. stercoralis DAF-12 activation, primary screen. HEK293 ssDAF-12/GRIP1 lit1-tk-luc reporter, luminescence; % of 3 µM dafachronic acid response. actives 1% (n = 370,000). activation, % at 6.8 µM;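 active means activation above the mean over all tested compounds plus 3 SD, cut at about 0.9% in these data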;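 further: 0% = DMSO-only wells and 100% = 3 µM delta7-dafachronic acid wells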
hgDAF12 agonist: agonists of H. glycines DAF-12 nuclear receptor; HEK293 GAL4-hgDAF12 UAS-luciferase reporter, agonist luminescence; normalized to butyrate control; activation, % at 6.8 µM; actives 1.8% (n = 370,000);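 active means activation above a cutoff set at the mean of all screened compounds plus 3 SD, cut at about 10% in these data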;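 further: 0% = DMSO wells and 100% = sodium butyrate wells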
hcDAF-12 act: activators of H. contortus DAF-12 nuclear receptor | AID 652067 | activation, % at 6.8 µM | actives 1.4% (n = 370,000) | HEK293 hcDAF-12 lit1-tk-luc reporter, luminescence; 0% DMSO, 100% Δ7-dafachronic acid;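 active means activation above the mean of all tested compounds plus 3 SD, cut at about 5.5% in these data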;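 further: 100% = response to 3 µM Δ7-dafachronic acid high control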
Starred values were filed as active, the others as inactive; x = no result given.

no.	SMILES	hgDAF12 agonist	GAA850 FXN act	GC-A act	DAX1 inh-1	hcDAF-12 act	GC-B act	HGIII-sPLA2 inh	ADAM10 inh	DAX1 inh-2	SMARCA2 act	ssDAF12 agonist
1	CNc1nc(-c2ccc3c(c2)CCN3C(=O)c2cccc(F)c2)cs1	11*	-5.5	5	-0.9	0.3	5	8	11	0.0	4	-1.1
2	COC(=O)/C(C#N)=C/c1ccc(OC(=O)c2ccccn2)cc1	5.2	-0.1	3	0.3	3.6	6	-1	6	0.9	4	-0.5
3	COc1ccc(N=Nc2cc(C)ccc2O)cc1	25*	6.3	-5	5.0*	7.1*	-5	11	-6	1.2	3	0.2
4	NC(=O)c1cccc(-c2ccnc3c2CC(C(=O)Nc2cccc(C(F)(F)F)c2)O3)c1 (centres undefined)	-4.5	-5.8	6	-3.7	-2.2	4	-11	-7	x	-3	-1.5
5	C=CCOc1ccc(/C=N/NC(=O)C(C)Sc2ccccn2)cc1OCC (centres undefined)	3.6	1.9	1	-0.6	-0.8	7	-2	3	-1.0	0	-1.8
6	Cc1ccc(NC(=O)N2N=C(c3ccc(F)cc3)CC2c2ccc(F)cc2)cc1 (centres undefined)	0.7	0.8	5	1.0	2.1	-2	0	3	0.1	-1	0.0
7	COC(=O)c1ccc(NC(=S)N2CCCC2)cc1	0.7	1.6	2	1.7	-2.2	2	9	-7	1.2	-1	-1.5
8	O=C(Nc1ccccc1F)c1ccc(CN2CCc3ccccc3C2)cc1	-4.3	-0.2	-2	-1.1	-3.2	4	1	13	-1.1	0	-1.7
9	CCCCCCc1cc2cc(C(=O)OCC)c(=O)oc2cc1O	-2.1	1.0	8	0.0	-0.6	10	12	-221	-1.0	-4	-0.8
10	NC(=O)C1CCN(c2nc(-c3ccccc3-c3ccccc3)cs2)CC1	0.2	-0.2	-5	-0.2	-0.5	-3	11	7	-0.7	0	-1.6
11	O=C(NCc1cccs1)C1CCCN1C(=O)Nc1ccccc1[N+](=O)[O-] (centres undefined)	0.3	2.1	-3	-0.3	1.4	3	4	-6	-1.5	-2	-0.9
12	O=C(NCC1CCCC(CNC(=O)N2CCc3ccccc32)C1)N1CCc2ccccc21 (centres undefined)	-2.1	-1.8	-7	-0.7	2.6	-1	-17	7	1.3	0	0.1
13	CC(C)NC(=S)NN=C1CCC(c2ccccc2)CC1 (centres undefined)	-0.2	-0.2	1	0.0	-0.4	5	10	3	0.1	2	-0.8
14	CC(C)C[C@@H](CN)NC(=O)c1nc[nH]c1C(=O)N[C@@H](C)C(=O)CNC[C@H](C)NC(=O)c1nc[nH]c1C(=O)N[C@@H](CC(C)C)C(=O)O	1.4	0.4	5	0.4	1.1	4	6	-14	0.4	-2	-1.4
15	Cc1nn(CCC#N)c(NC(=O)c2ccccc2)c1P(=O)(Nc1ccc(Br)cc1)N1CCOCC1 (centres undefined)	0.4	1.9	-17	-0.2	0.7	-11	-7	8	0.3	7	-1.4
16	CCN(CC)S(=O)(=O)c1ccc(C)c(NC(=O)COC(=O)CNC(=O)c2ccc(C(C)(C)C)cc2)c1	-0.5	0.3	-4	-0.1	0.0	3	-33	20	-1.0	0	-1.2
17	Cc1ccc(CSc2nnc(SCC(=O)NN=Cc3cc(Br)ccc3F)s2)cc1	6.2	x	-6	-0.5	-0.9	-6	8	-6	x	-7	-1.5
18	CCc1ccc(NC(=O)CN(CC(=O)Nc2ccc(CC)cc2)CC(C)O)cc1 (centres undefined)	-0.8	-2.7	-2	-0.6	-1.8	1	-25	6	0.4	1	-1.7
19	O=C(N[C@@H]1C/C=C\C[C@@H](CC(=O)N(CCO)Cc2ccccc2)C(=O)N[C@@H](c2ccccc2)COC1=O)OCC1c2ccccc2-c2ccccc21	-1.3	-4.5	3	0.2	-1.7	1	-14	5	0.1	1	-1.4
20	Cc1ccc(C)c(NC(=O)CSc2nnc(C3CCCCC3)o2)c1	-2.2	0.7	1	-0.3	-0.8	5	-2	5	0.2	1	-1.7

Numbers 1 to 7 from above:
no.	SMILES	hgDAF12 agonist	GAA850 FXN act	GC-A act	DAX1 inh-1	hcDAF-12 act	GC-B act	HGIII-sPLA2 inh	ADAM10 inh	DAX1 inh-2	SMARCA2 act	ssDAF12 agonist
1	CNc1nc(-c2ccc3c(c2)CCN3C(=O)c2cccc(F)c2)cs1	11*	-5.5	5	-0.9	0.3	5	8	11	0.0	4	-1.1
2	COC(=O)/C(C#N)=C/c1ccc(OC(=O)c2ccccn2)cc1	5.2	-0.1	3	0.3	3.6	6	-1	6	0.9	4	-0.5
3	COc1ccc(N=Nc2cc(C)ccc2O)cc1	25*	6.3	-5	5.0*	7.1*	-5	11	-6	1.2	3	0.2
4	NC(=O)c1cccc(-c2ccnc3c2CC(C(=O)Nc2cccc(C(F)(F)F)c2)O3)c1 (centres undefined)	-4.5	-5.8	6	-3.7	-2.2	4	-11	-7	x	-3	-1.5
5	C=CCOc1ccc(/C=N/NC(=O)C(C)Sc2ccccn2)cc1OCC (centres undefined)	3.6	1.9	1	-0.6	-0.8	7	-2	3	-1.0	0	-1.8
6	Cc1ccc(NC(=O)N2N=C(c3ccc(F)cc3)CC2c2ccc(F)cc2)cc1 (centres undefined)	0.7	0.8	5	1.0	2.1	-2	0	3	0.1	-1	0.0
7	COC(=O)c1ccc(NC(=S)N2CCCC2)cc1	0.7	1.6	2	1.7	-2.2	2	9	-7	1.2	-1	-1.5

Next results follow:
no.	SMILES	hgDAF12 agonist	GAA850 FXN act	GC-A act	DAX1 inh-1	hcDAF-12 act	GC-B act	HGIII-sPLA2 inh	ADAM10 inh	DAX1 inh-2	SMARCA2 act	ssDAF12 agonist
21	COCCSc1nnc(NC(=O)c2ccc(NC(=O)C(C)C)cc2)s1	0.2	-0.6	-2	1.0	-0.1	-3	0	1	-0.8	-2	-0.6
22	S=C(Nc1ccc(Cl)cc1)NC1CC2CCC(C1)N2Cc1ccccc1 (centres undefined)	-1.9	-0.6	-6	0.1	-1.8	0	-6	3	-0.3	-5	-1.1
23	Cc1ccc(C(=O)CSc2cc(C)nc(SCC(=O)c3ccccc3)n2)cc1	1.3	4.0	1	0.2	-1.8	2	-29	6	-0.8	0	-0.9
24	CCOC(=O)c1ccc(NC(=O)CN2C(=O)NC3(CCCCCC3)C2=O)cc1	-1.2	2.0	1	-1.7	-1.1	4	-9	3	1.3	0	-0.2
25	Cc1onc(COc2ccccc2O)c1Br	4.9	-0.8	3	0.8	0.2	-2	-1	4	-0.7	0	-0.5
26	O=C(CCc1ccccc1)Nc1ccc(N2CCOCC2)c(Cl)c1	1.5	2.0	0	0.1	0.6	2	-9	4	0.6	1	-1.1
27	CCCCOc1ccc(C(=O)NCC2(c3ccc(OC)cc3)CCOCC2)cc1	-2.6	16*	3	-0.2	-0.8	-1	-12	5	-1.7	-3	-1.4
28	COC(=O)C(CSCc1ccccc1)NC(=O)CCNC(=O)OCc1ccccc1 (centres undefined)	1.3	1.4	-2	-0.2	-1.6	-9	-9	-3	-0.2	0	-0.9
29	OC(CN1CCN(c2cccc(Cl)c2)CC1)c1ccc(F)cc1 (centres undefined)	1.3	1.3	8	0.3	-1.0	1	5	1	1.0	-3	-1.3
30	CCOC(=O)c1cnn(CCOC(=O)c2ccccc2F)c1NC(=O)c1ccccc1F	0.0	4.4	-2	1.4	-0.2	-6	6	-1	0.8	-1	-1.0
31	Cc1cc2oc(=O)cc(CSc3nc(N)cc(N)n3)c2cc1C	-1.1	3.0	2	-0.3	-1.0	1	-17	1	-0.2	0	-0.9
32	CN1CCN(C(c2ccc(Br)cc2)c2cc(Cl)c3cccnc3c2O)CC1 (centres undefined)	-5.7	0.3	-13	-0.4	3.8	4	20*	24*	-0.2	-4	-0.9
33	COc1ccc(S(=O)(=O)N2CCCCCC2)cc1C(=O)NC1(C)CCS(=O)(=O)C1 (centres undefined)	0.3	0.9	1	-0.2	-0.7	-4	-4	-6	-0.3	2	-1.1
34	Cc1ccc(NC(=O)c2nc[nH]c2C(=O)NCCCCCCNC(=O)c2[nH]cnc2C(=O)Nc2ccc(C)cc2)cc1	0.7	-0.2	1	0.4	0.0	-2	-1	6	1.6	0	-1.4
35	CC(=O)Nc1cccc(C(=O)OC2CCOC2=O)c1 (centres undefined)	-0.2	-1.4	5	-0.2	-1.0	-9	10	2	0.2	-2	-0.9
36	COc1ccc(C(=O)N2CCN(C3CCN(Cc4ccccc4)CC3)CC2)cc1OC	-0.9	0.0	-1	0.9	-0.9	6	1	-8	0.5	-2	-0.9
37	CCN(CC)S(=O)(=O)c1ccc(Cl)nc1	-4.4	-0.8	-1	-1.0	-0.7	-6	5	1	2.1	1	-1.7
38	CSc1ccccc1C(=O)OCC(=O)N1CCCC1=O	5.3	0.0	8	-1.7	-0.9	-1	2	-3	-0.2	2	-1.2
39	COc1ccc2c(c1)SC1=NCCS(=O)(=O)N12	-0.9	0.9	5	-0.5	-2.0	7	4	1	-0.2	-2	-2.1
40	COc1ccc(NC(=O)C2CCCN2C(=O)Oc2ccccc2)cc1 (centres undefined)	0.5	0.5	4	1.1	0.0	3	-1	0	-0.2	-1	-1.1
41	O=S(=O)(c1ccc2c(c1)OCCO2)N1C[C@@H]2C[C@H]1CN2S(=O)(=O)c1c(F)cccc1F	-0.3	-0.5	-1	-0.2	0.2	-4	-9	2	-1.2	0	-1.2
42	COc1ccc(-c2cn[nH]c2C)cc1	1.6	2.5	-4	-0.8	-0.1	4	-2	-7	2.0	-4	-0.7
43	COc1ccc(-c2ccc(OC)c([C@H]3[C@@H]4C=CCC[C@@]4(C)C(=O)N3Cc3ccccc3)c2)cc1OC	1.0	-1.4	-3	-0.6	-3.0	-9	-17	9	1.1	2	-1.3
44	Nn1c(Nc2ccc(Cl)cc2)nncc1=O	2.8	2.6	2	-0.1	-2.7	0	6	-2	0.2	-2	-0.1
45	COc1cc(/C=N/NC(=O)/C(=C\c2ccc3c(c2)OCO3)NC(=O)c2ccccc2)ccc1O	2.4	0.9	-4	-0.6	2.6	-6	5	4	-0.2	-2	-1.4
46	COC(=O)c1ccccc1NC(=O)N1CCN(c2ccc(OC)cc2)CC1	-0.9	-1.4	-12	-0.3	-0.7	5	1	1	1.0	-1	-1.1
47	Cc1ccc(C(C)NC(=O)c2ccncc2)cc1C (centres undefined)	-1.9	0.9	1	-1.8	-0.3	2	2	5	0.6	1	-1.0
48	Cc1c(C(=O)NC(=S)Nc2ccc(NC(=O)c3cccs3)cc2)cccc1[N+](=O)[O-]	-4.6	4.6	-2	-1.3	-3.8	4	-15	18	-0.4	-1	-1.9
49	O=c1cc[nH]c2ccc(Cl)cc12	3.1	0.7	-1	0.8	-0.8	-4	7	-24	1.1	-3	-0.8

Screens: PubChem, several laboratories
